# From PubChem
# Neddyl block = inhibitors of cullin neddylation, primary screen, biochemical, TR-FRET, uHTS, NAE and Ubc12 | hit rate 0.58% among 360,000 | AID 651699, 2012 | calls only at 25 µM; in the data active = inhibition above about 36%
# SUMO1-SIM PPI = modulators of SUMO1 protein-protein interactions, primary screen, biochemical, uHTS. Small ubiquitin-related modifier 1 (Homo sapiens), P63165. SUMO1 binding to a labelled peptide, TR-FRET, 1 h. inhibition, % at 20 µM. hit rate 0.33% among 360,000; in the data active = inhibition above about 37%
# Rin1-Abl PPI inh = inhibitors of Rin1-Abl protein binding, primary screen, biochemical, TR-FRET | Tyrosine-protein kinase ABL1 (Homo sapiens) + Ras and Rab interactor 1 (Homo sapiens), … | inhibition, % at 7.35 µM | AID 588664, 2011 | hit rate 0.4% among 360,000; in the data active = inhibition above about 5%, passing the limit was not always enough
# STEP block = STEP phosphatase inhibitors, primary screen, biochemical, fluorescence intensity, uHTS; recombinant STEP, OMFP fluorogenic substrate; inhibition, % at 20 µM; hit rate 0.25% among 360,000; Tyrosine-protein phosphatase non-receptor type 5 (Homo sapiens), P54829; AID 588621, 2011;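 active = inhibition at 20 µM, scaled per plate between control wells, above about 37%, limit read from the data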;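 also: 0% = DMSO with enzyme and substrate and 100% = substrate only without enzyme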
# Target sequence (P54829 whole entry, looked up): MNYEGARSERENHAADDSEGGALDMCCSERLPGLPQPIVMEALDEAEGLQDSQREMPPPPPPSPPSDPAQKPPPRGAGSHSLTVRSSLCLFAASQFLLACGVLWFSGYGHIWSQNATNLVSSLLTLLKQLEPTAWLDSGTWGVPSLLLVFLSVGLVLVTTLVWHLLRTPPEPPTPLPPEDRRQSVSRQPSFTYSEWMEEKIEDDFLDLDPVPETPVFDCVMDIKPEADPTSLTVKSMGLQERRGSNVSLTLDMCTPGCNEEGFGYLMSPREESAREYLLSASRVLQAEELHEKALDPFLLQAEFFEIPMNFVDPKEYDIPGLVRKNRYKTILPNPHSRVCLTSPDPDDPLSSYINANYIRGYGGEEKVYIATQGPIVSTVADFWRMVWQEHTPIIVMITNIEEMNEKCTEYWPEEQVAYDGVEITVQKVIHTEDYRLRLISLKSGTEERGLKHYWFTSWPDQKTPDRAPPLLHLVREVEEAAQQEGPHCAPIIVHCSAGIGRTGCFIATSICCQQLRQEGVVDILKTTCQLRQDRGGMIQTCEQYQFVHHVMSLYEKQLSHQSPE
#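 Material: STEP (striatal-enriched tyrosine phosphatase) enzyme, cell-free; Compound dosing: 20 µM single dose in 1% DMSO; Technique: fluorescence read at 480 nm ex / 540 nm em; Times: reaction 20 min, ambient temperature; Medium: 50 mM Bis-Tris pH 6.0 with 2.5 mM DTT and 0.005% Tween 20; Also added: OMFP at 25 µM.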
# CSN inh = inhibitors of CSN-mediated cullin deneddylation, primary screen, biochemical, fluorescence polarization, uHTS; COP9 signalosome complex subunit 5 (Homo sapiens), Q92905; hit rate 0.38% among 360,000; inhibition, % at 12.5 µM; Purified CSN, SCF-Nedd8-OG deneddylation;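 active = pattern-corrected inhibition above about 35%, with an unprinted fluorescence ratio check between 0.5 and 1.5, limit read from the data, passing the limit was not always enough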;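 also: 0% = enzyme with substrate and 100% = substrate without enzyme; some results filed as inactive read as strong as hits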
#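 Test system: Human Csn5 produced in HEK293T cells | Compound: 12.5 µM single point | Times: 90 min, room temperature | Signal: Fluorescence polarization readout | Read-out basis: % inhibition of substrate cleavage by Csn5 | Controls: no-enzyme wells high, enzyme-with-substrate wells low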
# LMPTP inh = LMPTP phosphatase inhibitors, primary screen, biochemical, fluorescence intensity, uHTS; hit rate 0.22% among 360,000; inhibition, % at 20 µM; Low molecular weight phosphotyrosine protein phosphatase (Homo sapiens), P24666; AID 651560, 2012; recombinant LMPTP-A, OMFP fluorogenic substrate;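 active = compounds that cut the enzyme signal by at least half of the control window in the single-dose screen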;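 also: plate controls were DMSO wells with enzyme plus substrate for no effect and substrate without enzyme for full effect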
# Target sequence (P24666 whole entry, looked up): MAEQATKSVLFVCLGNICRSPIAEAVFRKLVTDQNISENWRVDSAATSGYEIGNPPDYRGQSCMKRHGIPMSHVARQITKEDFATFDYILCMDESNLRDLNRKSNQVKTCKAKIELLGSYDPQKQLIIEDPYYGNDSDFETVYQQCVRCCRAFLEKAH
#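 material = LMPTP-A | quantity = 0.625 nM enzyme | reagent = OMFP substrate, 400 µM final | buffer or medium = Bis-Tris pH 6.0, DTT, detergent | detection = endpoint fluorescence intensity from OMFP dephosphorylation | dosing = single 20 µM dose | read-out basis = % inhibition relative to no-enzyme and uninhibited control wells | control set = no-enzyme and uninhibited controls | timing = 50 min at room temperature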
# NadD inh = inhibitors of S. aureus NadD, primary screen, biochemical, colorimetric, uHTS. Nicotinate-nucleotide adenylyltransferase NadD (Staphylococcus aureus N315). purified NadD enzyme, colorimetric absorbance read-out. inhibition, % at 20 µM. hit rate 0.78% among 360,000. AID 602399, 2012; in the data active = inhibition above about 26%; also: some compounds past the cut are filed as inactive
# DNMT1 inh = human DNMT1 methyltransferase inhibitors, primary screen, biochemical, molecular beacon, fluorescence, HinP1I cleavage, uHTS; DNA (cytosine-5)-methyltransferase 1 (Homo sapiens), P26358; inhibition (reported as % activation of signal), % at 10 µM; hit rate 0.83% among 360,000; AID 588458, 2011; in the data active = inhibition above about 50%
# Rpn11 block = Rpn11 (PSMD14) deubiquitinase inhibitors, primary screen, biochemical, fluorescence polarization, uHTS. 26S proteasome non-ATPase regulatory subunit 14 (Homo sapiens), O00487. hit rate 0.59% among 360,000. AID 588493, 2011. calls only at 20 µM. human 26S proteasome, Ub4-pepOG fluorescence polarization; 20S core pre-blocked with epoxomicin;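 active = inhibition at 20 µM, scaled to each plate's controls, above about 33%, limit read from the data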
# Target sequence (O00487 whole entry, looked up): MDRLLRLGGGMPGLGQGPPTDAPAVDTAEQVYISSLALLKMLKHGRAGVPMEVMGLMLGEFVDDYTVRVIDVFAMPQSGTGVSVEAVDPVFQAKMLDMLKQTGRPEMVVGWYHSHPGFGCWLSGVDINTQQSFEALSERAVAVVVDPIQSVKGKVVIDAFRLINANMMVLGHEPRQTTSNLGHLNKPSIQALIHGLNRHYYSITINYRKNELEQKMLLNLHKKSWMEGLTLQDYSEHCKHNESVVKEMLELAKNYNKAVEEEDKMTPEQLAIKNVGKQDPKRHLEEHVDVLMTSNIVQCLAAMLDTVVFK
# Scp-1 inhibitor = Scp-1 phosphatase inhibitors, primary screen, biochemical, colorimetric, uHTS. Carboxy-terminal domain RNA polymerase II polypeptide A small phosphatase 1 (Homo …. Recombinant Scp1, phosphopeptide, malachite green phosphate absorbance. inhibition, % at 20 µM. hit rate 0.88% among 340,000. AID 493091, 2011;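 active = inhibition above about 50% at 20 µM, limit read from the data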;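 also: plate controls were DMSO wells with enzyme for no effect and wells lacking enzyme for full effect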
#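 assay system = SCP-1 phosphatase catalytic domain, residues 76-261 | buffer or medium = 50 mM Tris acetate pH 5.5, 0.005% Tween-20, 10 mM MgCl2 | incubation = enzyme reaction 45 min at room temperature, colour 5 min, stabilisation 30 min | signal = Phosphate-binding colour reagent, absorbance read at 630 nm | measure = % inhibition at 20 µM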
# * = called active by the depositor; i = inactive; nt = no result given.
SMILES,Neddyl block,SUMO1-SIM PPI,Rin1-Abl PPI inh,STEP block,CSN inh,LMPTP inh,NadD inh,DNMT1 inh,Rpn11 block,Scp-1 inhibitor
Cc1n[nH]c(C)c1S(=O)(=O)N(CC(=O)NC1CCCC1)c1ccc(C(C)C)cc1,i,2,-2,1,-5,-2.4,-4,2,i,-6
CCc1nnc(NC(=O)CN2CCN(c3ccccc3OC)CC2)s1,i,1,6,1,-1,-0.9,6,3,i,-5
Cc1cc(C)n2nc(SCC(=O)c3cccs3)nc2n1,i,-2,3,-1,6,0.9,-1,3,i,-7
CCN(Cc1ccc(NC(C)=O)cc1)CC1CCCN(CCc2cccc(F)c2)C1 (configuration not stated),i,2,-1,-3,5,-1.5,-5,-1,i,1
Cc1cc(C)cc(NC(=O)N2CCNC(=O)C2CC(=O)Nc2cc(Cl)ccc2Cl)c1 (configuration not stated),i,4,10*,-3,-3,0.5,-7,-2,i,-7
COc1ccc(-n2cnc3cc(NS(=O)(=O)c4ccc(C)cc4)ccc32)cc1,i,6,2,-2,1,4.0,17,-9,i,nt
CCCn1c2ccc(C)cc2c2n[nH]c(=S)nc21,i,-23,-4,-1,0,-0.9,-14,1,i,0
O=C(CSc1ccc([N+](=O)[O-])cc1)Nc1ccccc1N1CCOCC1,i,-32,1,2,-3,1.0,6,-3,i,-7
CN1CCOCCOc2ccccc2OCCOCC1,i,3,2,-1,0,-1.8,0,2,i,-7
CCOc1ccc(S(=O)(=O)Nc2ccc(C(=O)N3CCC3)cc2)cc1,i,-114,1,3,1,-6.7,2,-1,i,-4
O=[N+]([O-])c1cc([N+](=O)[O-])c(Oc2cncc(Cl)c2)cc1NC1CCCCCCC1,i,5,2,3,0,2.3,-5,12,i,-8
O=C(Cn1c(=O)oc2cc(S(=O)(=O)N3CCCCCC3)ccc21)NC1CCCCC1,i,-4,0,1,0,0.7,2,13,i,16
Cc1cccc(C(=O)c2ccccc2C(=O)O)c1O,i,-1,4,14,2,1.9,3,5,i,-5
O=C(O)CCCC(=O)Nc1ccc(C(=O)N2CCCCC2)c(Cl)c1,i,1,-5,-2,1,-0.4,2,-3,i,-2
Cc1ncsc1CCOC(=O)C1C2CC3CC(C2)CC1C3 (configuration not stated),i,-2,2,2,9,0.3,-1,-2,i,-4
CN(C)C(=O)CCc1ccc2c3c([nH]c2c1)[C@]1(C)[C@@H](C(=O)N2CCOCC2)C[C@H](CC(=O)NCCC2=CCCCC2)C(=O)N1CC3,i,4,-5,1,-5,-0.7,9,4,i,-1
COc1ccc(C(=O)NCCc2c[nH]c3ccccc23)cc1[N+](=O)[O-],i,-21,3,3,2,-0.1,-4,-3,i,-12
COc1ccc(-c2cc(COc3ccccc3)on2)cc1,i,1,3,-2,-8,2.5,-9,6,i,-8
CC(C)OC(=O)CC(=O)CSc1nc2c(cc1C#N)CCC2,nt,-2,-4,2,5,1.8,4,3,i,-3
Cc1cc(=O)oc2cc(OCC(=O)NCc3ccncc3)ccc12,i,-4,3,-1,4,-1.5,12,5,i,6
CC(C)(C)CC(=O)Nc1cc(S(=O)(=O)N2CCCCCC2)ccc1Cl,i,0,0,1,-14,-0.6,0,0,i,-1
C#CC1(NC(=O)NC(=O)c2c(F)cccc2F)CCCCC1,i,-3,6,3,-2,-1.4,-3,-2,i,-8
O=C(NCC(=O)N1CCN(S(=O)(=O)c2ccccc2)CC1)c1ccc(Br)o1,i,3,-3,-2,0,-1.5,-5,2,i,-2
COc1cc(NC(=S)N2CCC(C(N)=O)CC2)cc(OC)c1,i,0,1,11,1,-1.0,3,0,i,-10
Cc1ccc2cc(C)c(SCC(=O)Nc3ccc(S(=O)(=O)N4CCCC4)cc3)nc2c1,i,-91,-1,4,0,1.9,16,-2,i,0
O=C(NC1CCN(S(=O)(=O)c2ccccc2)CC1)C1CCCCC1,i,3,4,1,-3,-1.7,1,0,i,4
CN1/C(=C\C(=O)C[n+]2cccc(C(N)=O)c2)C(C)(C)c2ccccc21,i,-5,0,-2,5,0.9,-2,-2,i,-7
CN(CCCNC(=O)COc1cc(=O)n(C)c2ccccc12)Cc1ccccc1,i,0,3,-3,2,0.0,10,1,i,-9
CCCCCCCCN1C(=O)[C@H](CC(=O)NCc2cccs2)C[C@@]2(C(=O)OCC)CCCC=C12,i,9,nt,nt,-6,5.0,20,nt,nt,nt
Cc1csc(SC(C)C(=O)Nc2ccc3c(c2)OCCO3)n1 (configuration not stated),i,-6,1,-2,-6,1.1,-7,-1,i,-4
COC(=O)[C@H]1C[C@@H]1[C@H](N)c1ccccc1,i,5,0,-3,-1,-1.7,-2,9,i,-3
CCOC(=O)N1CCN(C(=O)CSc2nnc(CNC(=O)c3ccccc3F)o2)CC1,i,0,0,2,4,0.5,1,4,i,0
CN(C)c1nc(N2CCN(c3ccc(F)cc3)CC2)c(C#N)c(=O)o1,i,0,2,0,-1,-0.7,1,2,i,-4
CCCCC1CCC(C(=O)NC2CCS(=O)(=O)C2)CC1 (configuration not stated),i,-2,1,2,-3,-0.5,1,3,i,6
Cc1cc2c(=O)n(Cc3ccco3)c(SCC(=O)N3CCCc4ccccc43)nc2s1,i,-3,-1,4,3,7.0,13,-1,i,-11
CCC(C(=O)NCc1cccc(C)c1)n1nc(C)c2c(C)n(-c3ccccc3)nc2c1=O (configuration not stated),i,-8,2,-2,1,-1.7,6,2,i,3
Cc1ccc(-c2ccc(C(=O)NCc3ccccc3)o2)c2ccccc12,nt,0,-5,1,4,7.3,0,-3,i,-11
COc1cccc(C2CC(c3cccc(NS(C)(=O)=O)c3)=NN2C(=O)c2ccccc2)c1OC (configuration not stated),i,-2,1,-3,7,-0.1,2,-5,i,-10
COc1ccc(-n2c3c(cc(C(=O)NNc4ccccc4)c2=O)C(=O)CC(C)(C)C3)cc1,i,-4,4,1,-10,1.5,8,-5,i,-5
COc1ccc2nc(SCC(N)=O)cc(C)c2c1,i,-1,0,-2,4,1.5,-5,0,i,12

# Ordered by value in Rin1-Abl PPI inh (high to low): 7 from the list above.
SMILES	Rin1-Abl PPI inh
C#CC1(NC(=O)NC(=O)c2c(F)cccc2F)CCCCC1	6
COc1ccc(-n2c3c(cc(C(=O)NNc4ccccc4)c2=O)C(=O)CC(C)(C)C3)cc1	4
CN(CCCNC(=O)COc1cc(=O)n(C)c2ccccc12)Cc1ccccc1	3
CCC(C(=O)NCc1cccc(C)c1)n1nc(C)c2c(C)n(-c3ccccc3)nc2c1=O (configuration not stated)	2
CCCCC1CCC(C(=O)NC2CCS(=O)(=O)C2)CC1 (configuration not stated)	1
CCOC(=O)N1CCN(C(=O)CSc2nnc(CNC(=O)c3ccccc3F)o2)CC1	0
Cc1ccc2cc(C)c(SCC(=O)Nc3ccc(S(=O)(=O)N4CCCC4)cc3)nc2c1	-1

# Records listed so far printed as active in Rin1-Abl PPI inh.
SMILES,Neddyl block,SUMO1-SIM PPI,Rin1-Abl PPI inh,STEP block,CSN inh,LMPTP inh,NadD inh,DNMT1 inh,Rpn11 block,Scp-1 inhibitor
Cc1cc(C)cc(NC(=O)N2CCNC(=O)C2CC(=O)Nc2cc(Cl)ccc2Cl)c1 (configuration not stated),i,4,10*,-3,-3,0.5,-7,-2,i,-7

# Additional results:
SMILES,Neddyl block,SUMO1-SIM PPI,Rin1-Abl PPI inh,STEP block,CSN inh,LMPTP inh,NadD inh,DNMT1 inh,Rpn11 block,Scp-1 inhibitor
CCCNS(=O)(=O)c1ccc(-n2cnnn2)c(OC)c1,i,0,5,-1,-2,-0.7,-3,0,i,-5
COc1ccc(OC)c(CNC(=O)C2CCN(S(C)(=O)=O)CC2)c1,i,0,4,0,3,-1.9,1,-6,i,-5
Nc1ncnc2c1ncn2[C@@H]1O[C@H](CNCc2ccccc2OCc2ccc(Cl)cc2Cl)[C@@H](O)[C@H]1O,i,-1,-1,2,-2,-0.8,-9,-2,i,-5
CCOC(=O)[C@H]1[C@H]2COc3ccccc3[C@@H]2N2C(=O)c3ccc(C)cc3NC(=O)[C@@]12C,i,3,7,-4,-6,-0.3,-3,1,i,0
O=C(Nc1cccc(F)c1)N1CC=C(n2c(=O)[nH]c3ccccc32)CC1,i,6,1,-7,4,5.3,-2,-4,i,1
CC(C)CCN1CCN(Cc2nc3c(s2)CCCC3)CC1CCO (configuration not stated),i,-4,4,1,-9,-0.1,-6,3,i,4
O=S(=O)(Cc1ccccc1)NC1c2ccccc2Oc2ccccc21,i,1,5,0,2,1.7,-5,-5,i,3
COc1ccc(OC)c(NC(=O)NC2CCCc3ccccc32)c1 (configuration not stated),i,2,-5,-1,1,-0.2,-3,4,i,2
CCOc1ccc(/C=N/NC(=O)c2cc3c(OC)cc(OC)c(OC)c3[nH]2)cc1,nt,33,1,1,-2,3.0,-2,-20,i,5
O=C(O)c1cnn(-c2nc(-c3cccc([N+](=O)[O-])c3)cs2)c1C(F)(F)F,i,-23,0,0,-1,1.5,-1,1,i,-10
COc1ccc(CCCNC(=O)C2Cc3c(-c4cccc(NC(C)=O)c4)ccnc3O2)cc1 (configuration not stated),i,2,0,-3,2,0.4,-1,6,i,nt

# Compounds from the list above that contain a furan ring, fused or not:
SMILES,Neddyl block,SUMO1-SIM PPI,Rin1-Abl PPI inh,STEP block,CSN inh,LMPTP inh,NadD inh,DNMT1 inh,Rpn11 block,Scp-1 inhibitor
O=C(NCC(=O)N1CCN(S(=O)(=O)c2ccccc2)CC1)c1ccc(Br)o1,i,3,-3,-2,0,-1.5,-5,2,i,-2
Cc1cc2c(=O)n(Cc3ccco3)c(SCC(=O)N3CCCc4ccccc43)nc2s1,i,-3,-1,4,3,7.0,13,-1,i,-11
Cc1ccc(-c2ccc(C(=O)NCc3ccccc3)o2)c2ccccc12,nt,0,-5,1,4,7.3,0,-3,i,-11

# Hits appear at their usual frequency; any-hit rate near 3.8%.
